WRN inhibitor: qHTS for Inhibitors of WRN Helicase; Bifunctional 3'-5' exonuclease/ATP-dependent helicase WRN (Homo sapiens), Q14191; WRN helicase unwinding, fluorescent forked duplex, kinetic; Potency, µM (highest dose often 114 µM), for inactives: top-dose activity change, negative = inhibition, most hits filed as inhibitors; 0.46% of 360,000 active; further: potency means the concentration at half of the fitted maximal effect; on the % scale 0 is the no-effect control and ±100 the full control effect; nearly all actives have a fitted effect of over 55% in size
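Primary qHTS, 1536-well format. 20 nM WRN + compound, 15 min RT; start with 100 nM forked fluorophore/quencher duplex, 2 mM ATP (final); kinetic read ex 525/em 598 nm.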
PLK1 PBD block: qHTS for Inhibitors of PLK1-PDB (polo-like kinase 1 - polo-box domain): Primary Screen. Serine/threonine-protein kinase PLK1 (Homo sapiens), P53350. Plk1 PBD binding of FITC phosphopeptide, fluorescence polarization. Potency, µM, for the others: max response, negative = inhibition, most hits filed as inhibitors. 2.8% of 360,000 active. AID 720504, 2013; further: potency means the concentration at half of the fitted maximal effect; series mostly up to about 57 µM; on the % scale 0 is the no-effect control and ±100 the full control effect; nearly all actives have a fitted effect of over 65% in size
Target sequence (P53350 whole entry, looked up, the tested form may be a part): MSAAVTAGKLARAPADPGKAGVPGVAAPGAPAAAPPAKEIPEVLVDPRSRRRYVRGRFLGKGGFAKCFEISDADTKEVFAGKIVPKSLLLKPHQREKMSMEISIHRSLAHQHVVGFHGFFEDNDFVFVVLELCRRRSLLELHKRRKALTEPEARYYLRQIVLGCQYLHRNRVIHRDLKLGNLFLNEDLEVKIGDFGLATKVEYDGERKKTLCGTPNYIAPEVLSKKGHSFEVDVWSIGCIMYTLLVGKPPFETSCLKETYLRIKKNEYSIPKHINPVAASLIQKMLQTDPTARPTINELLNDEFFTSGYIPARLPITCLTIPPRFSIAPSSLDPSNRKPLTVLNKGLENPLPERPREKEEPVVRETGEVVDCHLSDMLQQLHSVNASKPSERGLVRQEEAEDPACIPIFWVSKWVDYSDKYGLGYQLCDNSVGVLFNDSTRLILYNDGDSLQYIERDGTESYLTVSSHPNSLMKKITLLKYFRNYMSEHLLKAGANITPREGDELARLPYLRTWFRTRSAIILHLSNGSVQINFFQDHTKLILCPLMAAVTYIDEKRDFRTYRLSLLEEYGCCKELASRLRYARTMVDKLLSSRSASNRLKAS
EPAC1 antag: qHTS for Antagonist of cAMP-regulated guanine nucleotide exchange factor 3 (EPAC1): primary screen; Rap guanine nucleotide exchange factor 3 (Homo sapiens), O95398; EPAC1 GEF assay, Rap1b-BODIPY-GDP exchange fluorescence; 0.14% of 360,000 active; AID 720709, 2013; Potency, µM (titrated, usually from 115 µM), for inactives: top-dose activity change, negative = inhibition, most hits filed as inhibitors;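 further: potency means the concentration at half of the fitted maximal effect; plate controls were vehicle for no effect and positive control for full effect; nearly all actives have a fitted effect of over 50% in size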
PI5P4K alpha inh: qHTS for Inhibitors of phosphatidylinositol 5-phosphate 4-kinase (PI5P4K). Phosphatidylinositol 5-phosphate 4-kinase type-2 alpha (Homo sapiens), P48426. PI5P4Kalpha enzyme, ADP-Glo luminescence, 60 min; active compounds read low. max response, %. 1.2% of 330,000 active. AID 652105, 2013; active means max response of -50% or lower; inconclusive means between -30% and -50%; inactive means -30% or higher; further: value at the top dose of about 77 µM; on the % scale 0 is the no-effect control and ±100 the full control effect
Target sequence (P48426 whole entry, looked up): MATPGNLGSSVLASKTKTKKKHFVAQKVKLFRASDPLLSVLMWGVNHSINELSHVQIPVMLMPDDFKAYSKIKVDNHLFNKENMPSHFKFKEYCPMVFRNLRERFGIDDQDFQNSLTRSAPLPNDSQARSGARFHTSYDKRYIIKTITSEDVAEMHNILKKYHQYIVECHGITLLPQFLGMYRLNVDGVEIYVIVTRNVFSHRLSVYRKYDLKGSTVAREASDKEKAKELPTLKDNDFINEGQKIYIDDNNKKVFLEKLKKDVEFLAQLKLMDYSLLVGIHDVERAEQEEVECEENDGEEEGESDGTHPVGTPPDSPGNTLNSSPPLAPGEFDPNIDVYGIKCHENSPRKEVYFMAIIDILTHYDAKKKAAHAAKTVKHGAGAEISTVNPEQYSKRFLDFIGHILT
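Compounds were pin-transferred onto PI5P4Kalpha and substrate in HEPES pH 7.4 buffer with EGTA, CHAPS and 5% DMSO. ATP (5 microM final) started the reaction, which ran 60 minutes at room temperature before ADP-Glo detection.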
IL-2 act: qHTS of IL-2 Activators; activation, % (series mostly up to about 46 µM); IL-2 activation reporter assay, cell-based qHTS; stimulated with anti-CD3/CD4/CD28 beads; in transgenic mouse T cells; 0.065% of 360,000 active; AID 652025, 2013; in the data active means activation above about 50%; inconclusive means mostly about 30% to 49%; further: 0% is about no effect
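Unstimulated transgenic mouse T cells preincubated 60 min with compound, then stimulated with anti-CD3/anti-CD4-coated beads plus anti-CD28 for 18 h at 37 degrees C. IL-2 response read as EGFP and DsRed fluorescence by plate cytometry.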
CCT modulator: High-Throughput Screening for Modulators of Cytosolic Chaperonin Activity; activity change, % (no concentration beside the values), hits read low; purified chaperonin ATPase assay, HTRF ADP detection, 30 min; 0.3% of 360,000 active; AID 651819, 2012; in the data active means activity change below about -30%; further: on the % scale 0 is the no-effect control and ±100 the full control effect
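We incubate TRiC, 40 or 20 nM final, with library compounds at 76 uM and 10 uM ATP for 30 min at 37 °C. ADP formed is detected with Transcreener HTRF reagents after 30 min at room temperature.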
EPAC2 ag: qHTS for Agonist of cAMP-regulated guanine nucleotide exchange factor 4 (EPAC2): primary screen. EPAC2 activation, biochemical qHTS; response scale: 100% = 6.5 mM cAMP response. Rap guanine nucleotide exchange factor 4 (Homo sapiens), Q8WZA2. 0.079% of 360,000 active. Potency, µM (titrated, usually from 154 µM), without a hit: at the highest dose activation, actives largely listed as activators. AID 720711, 2013; further: potency means the concentration at half of the fitted maximal effect; nearly all actives have a fitted effect of over 50% in size
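Nucleotide exchange monitored as fluorescence drop when BODIPY-GDP leaves Rap1B. Reaction: 100 nM EPAC2, 250 nM RAP1B-BODIPY-GDP, 50 uM GDP, room temperature, kinetic read over 30 min. Activity expressed relative to 6.5 mM cAMP.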
EPAC1 ag: qHTS for Agonist of cAMP-regulated guanine nucleotide exchange factor 3 (EPAC1): primary screen; Rap guanine nucleotide exchange factor 3 (Homo sapiens), O95398; EPAC1 agonist qHTS, biochemical assay; response scale: 100% = response to 6.5 mM cAMP; Potency, µM (series often up to 154 µM), without a hit: at the highest dose activation, actives largely listed as activators; 0.073% of 360,000 active; further: potency means the concentration at half of the fitted maximal effect; nearly all actives have a fitted effect of over 60% in size
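Fluorescent GDP-exchange assay: 100 nM EPAC1 with 250 nM Rap1B preloaded with BODIPY-GDP and 50 uM GDP; compounds tested as concentration series, 5 min at room temperature, then read every 5 min for 30 min (ex 480/em 540 nm); normalized to 6.5 mM cAMP.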
* = called active by the depositor; ? = inconclusive; nt = no result given; [ ] = remark or other dose. Unless noted, the call rests on the fitted dose curve; in most records, active means well fitted curve in the direction sought with a large enough effect; inconclusive means small, poorly fitted or top-dose-only effect, or another doubt; inactive means no such curve, though single readings can be large; an effect the other way counts as inactive or inconclusive. Only part of the results is shown; rates above refer to the full screens.

SMILES	WRN inhibitor	PLK1 PBD block	EPAC1 antag	PI5P4K alpha inh	IL-2 act	CCT modulator	EPAC2 ag	EPAC1 ag
CCc1ccc(C(C(=O)NC2CCCC2)N(Cc2cccnc2)C(=O)c2csnn2)cc1 (stereo unspecified)	4%	-14%	-10%	-2	-0.6	-1.3	7%	-1%
COc1ccc(C(=O)NN/C(C)=C/C(=O)c2ccccc2)cc1	7%	-10%	2%	-6	-1.0	-0.8	3%	-9%
O=C(CCCSc1ccccc1)Nc1nc(-c2ccco2)c(-c2ccco2)s1	?	-17%	12%	?	-0.8	-1.6	3%	6%
COCCCNC(=S)NCCCNc1nc2cc(C)cc(C)c2cc1C#N	-10%	-15%	0%	2	-2.2	-0.2	6%	-4%
Cc1c(Cl)cccc1NC(=O)CSCc1cc(=O)[nH][nH]1	-10%	-21%	-16%	12	0.5	-4.5	28%	3%
CC(OC(=O)/C=C/c1ccccc1)C(=O)Nc1ccc(C(N)=O)cc1 (stereo unspecified)	5%	-3%	-19%	7	-0.4	-1.4	11%	-8%
CC[n+]1c(/C=C/N(C)c2ccccc2)oc2ccc(Cl)cc21	-10%	1%	20%	-10	-0.8	-1.6	2%	-6%
Cc1ccccc1OCC1Cn2c(nc3c2c(=O)n(C)c(=O)n3C)O1 (stereo unspecified)	1%	-6%	?	1	0.5	-10	6%	-3%
CCN(CC)CCOC(=O)c1ccc(NC(=O)CCCN2C(=O)/C(=C/c3cccs3)SC2=S)cc1	-25%	14%	-17%	6	-4.0	1.6	12%	1%
CC(C)c1ccc2[nH]c(O)c(N=NC(=O)c3ccc(CSc4nncn4C)cc3)c2c1	-19%	-9%	-23%	6	-0.6	-0.7	-9%	5%
CCN(CC)C(=O)c1ccc(COc2ccccc2Cl)o1	8%	-2%	-6%	-6	-0.8	0.7	8%	3%
Cc1ccc(-c2nn(C)c(=O)c3ccccc23)cc1S(=O)(=O)NCCO	-15%	-8%	0%	nt	-3.0	0.4	-7%	-8%
Cn1cncc1C#Cc1ccc2c(=O)c3ccccc3oc2c1	7%	3%	14%	2	-0.1	-1.3	5%	7%
Cc1ccc(NC(=O)N2CCN(c3ccccn3)CC2)cc1	-19%	1%	8%	nt	2.1	1.8	-4%	2%
C=CCc1cc(Cl)ccc1OCCOCCNCCOC	0%	-1%	-1%	-1	-4.1	1.7	4%	8%
COc1ccc(NS(=O)(=O)c2cccc(NC(=O)COc3ccc(OC)cc3)c2)cc1	-12%	1%	3%	9	-0.8	0.8	18%	22%
O=C1OCC2=C1C(c1ccccc1)CC(=O)N2c1ccc(F)cc1 (stereo unspecified)	0%	-5%	-5%	1	-0.3	1.0	-6%	4%
C[N+]1(CC2COC3(CCCCC3)O2)CCCC1 (stereo unspecified)	6%	-13%	13%	-2	0.5	-1.5	6%	10%
Cc1cc(NS(=O)(=O)c2ccc(NC(=O)c3ccco3)cc2)no1	10%	-5%	9%	-1	0.0	-1.9	-1%[15.6 µM]	-8%
COC(=O)CCNS(=O)(=O)c1ccc2nsnc2c1	5%	4%	5%	6	1.0	-2.0	-5%	9%
COc1ccc(-c2csc3ncn(-c4ccccc4)c(=O)c23)cc1OC	-2%	-13%	9%	-1	-4.7	-0.8	7%	2%
COc1ccc(CC(=O)NCCCCc2ccccc2)cc1OC	-18%	2%	13%	2	-0.7	-1.3	-1%	6%
O=C(O/N=C/c1ccc2c(c1)OCO2)c1ccc([N+](=O)[O-])cc1	2%	-5%	-3%	2	1.8	-31*	-2%	9%
Cc1ccc(S(=O)(=O)NC(C)C(c2cccs2)N2CCOCC2)cc1 (stereo unspecified)	1%	-11%	1%	1	1.2	-0.8	6%	-3%
CC1CCN(CC(=O)Nc2ccccc2C#N)CC1	-25%	-9%	-3%	8	-3.7	4.1	2%	-6%
COCCNC(=O)CCC1CCN(Cc2cccc(Oc3ccccc3)c2)CC1	-25%	-13%	1%	2	1.4	-2.4	11%	3%
CCN(CC(O)CON=C1c2ccccc2-c2ccccc21)S(=O)(=O)c1ccc(C)cc1 (stereo unspecified)	-2%	-10%	-12%	22	-0.8	-1.7	2%	8%
Cc1oc2c(c(C)cc3oc(=O)c(CC(=O)NCCCN4CCCC4=O)c(C)c32)c1C	0%	-5%	0%	1	0.2	-1.6	0%	-27%
O=C(CSc1n[nH]c(-c2ccncc2)n1)Nc1ccc(Cl)c(Cl)c1	-1%	-11%	-8%	0	-0.4	-1.7	4%	6%
O=C(CN(c1ccc(F)cc1)S(=O)(=O)c1ccccc1)NCc1ccco1	1%	-2%	-10%	-2	0.0	-0.4	5%	4%
COc1ccccc1S(=O)(=O)Cc1ccc(C(=O)NCCN2CCCC2)o1	4%	-2%	7%	-1	-0.8	0.4	5%	-2%
COc1ccc(C(=O)N2CCC(C(=O)O)CC2)cc1	0%	2%	7%	nt	-0.6	1.5	9%	-3%
Clc1cccc(-c2ccc(C=Nc3ccc(N4CCOCC4)cc3)o2)c1Cl	-4%	-7%	-19%	-9	0.9	1.7	4%	-4%
C(=N\NC1=Nc2cccc3cccc1c23)/c1ccccc1	-11%	?	33%[activator]	24	268*	0.0	-65%[inhibitor]	-99%[inhibitor]
Cc1ccc(OCc2nc3ccccc3n2C)cc1	-3%	-2%	4%	-4	-0.3	-0.4	5%	2%
COc1cccc(NC(=O)CSc2nc3ccccc3nc2N2CCCC2)c1	-10%	-6%	-24%	5	-2.7	-0.2	4%	13%

2 entries from above, with two lines to a compound.
Order of values: WRN inhibitor, PLK1 PBD block, EPAC1 antag, PI5P4K alpha inh, IL-2 act, CCT modulator, EPAC2 ag, EPAC1 ag
O=C(CN(c1ccc(F)cc1)S(=O)(=O)c1ccccc1)NCc1ccco1
  1%, -2%, -10%, -2, 0.0, -0.4, 5%, 4%
COc1ccccc1S(=O)(=O)Cc1ccc(C(=O)NCCN2CCCC2)o1
  4%, -2%, 7%, -1, -0.8, 0.4, 5%, -2%

More entries follow:
SMILES	WRN inhibitor	PLK1 PBD block	EPAC1 antag	PI5P4K alpha inh	IL-2 act	CCT modulator	EPAC2 ag	EPAC1 ag
COCCSc1ccccc1C(=O)N1CCN(c2ccccc2)CC1	2%	-13%	-4%	1	-0.1	1.8	-2%	-11%
Cc1ccc(-c2cc(C(=O)Nc3ccc4c(c3)OCCO4)c3ccccc3n2)cc1	-17%	-11%	-5%	16	0.1	-33*	7.9µM*	8%
COc1cc(CC(=O)OCC(=O)Nc2ccc3c(c2)OCO3)cc(OC)c1OC	1%	-2%	10%	0	-2.8	-0.3	1%	-10%
CC1=CC(=C(C#N)C#N)C=C(C)N1Cc1ccc(Cl)cc1	24%	-5%	-8%	5	-1.4	0.9	0%	-26%
OCCC1CN(Cc2cn[nH]c2C2CCCCC2)CCN1C1CCCC1 (stereo unspecified)	3%[57.1 µM]	3%	-7%	3	-0.4	-1.4	0%	2%
Cc1ccc(-c2nnc(SCC(=O)N/N=C/c3ccccc3C(=O)O)n2-c2ccc(C)cc2)cc1	-11%	-10%	-8%	-5	-4.6	0.1	7%	4%
COC(=O)C(NC(=O)C(C)NC(=O)OCc1ccccc1)C(C)C (stereo unspecified)	1%	-4%	-9%	-7	-0.5	-0.6	6%	4%
O=C(NCCCN1CCN(c2cccc(Cl)c2)CC1)C1(S(=O)(=O)c2ccc(Cl)cc2)CC1	8%	-3%	-4%	-5	-2.5	2.0	4%	5%
Oc1ccc(-c2[nH]ncc2-c2cnn(-c3ccccc3)c2)c(O)c1	7%	1%	1%	-16	1.8	-2.5	15%	7%
Cc1c(NC(=O)Nc2ccccc2[N+](=O)[O-])c(=O)n(-c2ccccc2)n1C	2%	2%	-6%	1	-1.5	-2.8	-2%	1%
COc1ccc(NC(=O)Nc2ccc3c(c2)C(=O)N([C@H](C)CO)C[C@H](C)[C@@H](CN(C)C(=O)NC(C)C)O3)cc1	8%	-10%	?	-3	0.0	0.3	-2%	8%
CCCOc1ccc(C(=O)Nc2ccc(CN3CCOCC3)cc2)cc1	-15%	-7%	13%	-9	1.9	0.3	4%	7%
CCc1cccc(NC(=O)CN2C(=O)NC3(CCCCCCC3)C2=O)c1	-9%	0%	-17%	nt	8.6	-0.4	-4%	-2%
C=CCNC(=S)NNC(=O)c1ccc(=O)n(Cc2ccc(Cl)cc2Cl)c1	0%	-21%	-22%	-7	-1.6	0.2	7%	-4%
C/C(=N/NC(=O)CNC(=O)/C=C/c1ccccc1)c1ccco1	-7%	0%	-32%	-3	-0.8	-2.7	5%	6%
Cc1cccc(C)c1NC1=NC(C)(C)N=C(N)N1	1%	-6%	-12%	6	0.3	-0.4	-11%	8%
COc1ccc(C=O)cc1Oc1nc(Cl)ncc1F	-4%	-10%	-4%	-2	0.8	-2.9	7%	0%
C/C(=N\NC(=O)c1ccc(CN2CCOCC2)cc1)c1ccc([N+](=O)[O-])cc1	-1%	8%	7%	-4	3.2	-2.7	1%	1%
O=C(Nc1ccc2c(c1)CCC2)c1ccccc1Br	-10%	-1%	-1%	3	0.9	-1.7	8%	1%
O=S(=O)(Cc1cc(Cl)nc(-c2cccnc2)n1)c1ccccc1	9%	1%	-4%	0	-4.3	0.4	-5%	-14%
COc1ccc(C2c3ccc(O)cc3Oc3ncn4nc(-c5ccco5)nc4c32)cc1OC (stereo unspecified)	-20%	-5%	-27%	-7	-2.0	0.3	-3%	-7%
CNC(=S)Nc1cc2oc3ccccc3c2cc1OC	1%	0%	-8%	0	-1.6	-0.1	4%	4%
COc1ccc(C(=O)NC(=S)N(CCC(C)C)c2c(N)n(Cc3ccccc3)c(=O)[nH]c2=O)cc1	7%	?	-22%	-5	-1.7	1.4	-11%	-4%
Cc1oc2c(C)c3oc(=O)c(CCC(=O)NCCN4CCOCC4)c(C)c3cc2c1C	3%	-4%	-2%	1	0.4	-1.3	1%	0%

Source: PubChem
